# From PubChem
# FLuc inh counter: firefly luciferase enzyme inhibitors, primary screen, artefact control for luciferase-based inhibitor screens, biochemical, luminescence, ATPLite; Luciferin 4-monooxygenase (Photinus pyralis), P08659; 10 min; inhibition, % at 10 µM; hit rate 1.5% among 200,000; AID 1006, 2008;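 active means inhibition above about 50% when tested at 10 µM, limit read from the data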
# Target sequence (P08659 whole entry, looked up): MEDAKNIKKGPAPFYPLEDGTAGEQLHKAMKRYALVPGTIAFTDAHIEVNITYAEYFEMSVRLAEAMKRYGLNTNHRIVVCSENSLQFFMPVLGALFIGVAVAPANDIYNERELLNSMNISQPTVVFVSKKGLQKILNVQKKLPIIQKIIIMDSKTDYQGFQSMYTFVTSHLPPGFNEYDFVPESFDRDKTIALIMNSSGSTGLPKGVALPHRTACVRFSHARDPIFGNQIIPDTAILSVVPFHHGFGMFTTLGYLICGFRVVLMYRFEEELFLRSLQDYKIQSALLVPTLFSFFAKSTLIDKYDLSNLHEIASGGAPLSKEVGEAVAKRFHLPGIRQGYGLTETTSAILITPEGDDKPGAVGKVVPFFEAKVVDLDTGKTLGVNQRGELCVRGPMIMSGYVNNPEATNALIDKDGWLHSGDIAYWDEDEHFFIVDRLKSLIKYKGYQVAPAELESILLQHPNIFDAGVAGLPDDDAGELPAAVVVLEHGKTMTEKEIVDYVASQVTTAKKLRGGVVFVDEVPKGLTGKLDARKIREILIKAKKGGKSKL
# APP 5'UTR act: activators of APP 5'UTR luciferase reporter, primary screen, SH-SY5Y cells | SH-SY5Y APP 5'UTR luciferase reporter, luminescence; zero percent = DMSO vehicle wells | activation, % at 2 µM | hit rate 1% among 190,000 | AID 1276, 2008;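 active means activation above a set limit, based on mean plus 3 SD of controls, cut at about 140% in these data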; further: values of inactives mirror those of a sister screen read the other way
# G6PDH counter: L. mesenteroides G6PDH inhibitors, counter-screen for G6PDH-coupled screening assays, biochemical, Leuconostoc mesenteroides enzyme | glucose-6-phosphate dehydrogenase [Leuconostoc mesenteroides] | Purified L. mesenteroides G6PDH, diaphorase/resazurin coupled fluorescence, 45 min | inhibition, % at 5 µM | hit rate 0.12% among 200,000; in the data active means inhibition above about 50%
# Efa HMGR inh: inhibitors of E. faecalis class II HMGR, primary screen, biochemical, Enterococcus faecalis; HMG-CoA reductase (Enterococcus faecalis, mvaE); purified E. faecalis HMGR, NADPH absorbance 340 nm kinetic; inhibition, % at 10 µM; hit rate 0.41% among 190,000;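 active means inhibition above a set limit, the median over all tested compounds plus 3 SD, cut at about 9.5% in these data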;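 further: enzyme runs in reverse so mevalonate oxidation gives rising NADPH absorbance; 0% = complete reaction with DMSO and 100% = background rate lacking mevalonate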
# Hsp70 act: Hsp70 transcriptional activators, primary screen, cell-based, HeLa, Hsp70 promoter luciferase, luminescence, 10 µM. HeLa Hsp70 promoter luciferase reporter; scaled: vehicle 0, proteasome-inhibitor control 100%. activation, % at 10 µM. hit rate 0.04% among 200,000;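 active means activation above the mean across all tested compounds plus 3 SD, cutoff set per campaign, cut at about 5.5% in these data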;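 further: 100% = MG132 at 30 µM as the positive control and 0% = DMSO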
# STAT1 act: STAT1 signaling activators, primary screen, cell-based, HTS, luciferase reporter; NIH 3T3 STAT1-luciferase reporter, IFN-gamma, luminescence; 100% = IFN-gamma alone, no compound; activation (% of control), % at 5.5 µM; hit rate 2.6% among 200,000; AID 932, 2007;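 active means activation above the screen-wide mean activation plus 3 SD, cut at about 130% in these data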;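 further: raw ratio to IFN-gamma control signal so 100% means no change and 0% no light; values of inactives mirror those of a sister screen read the other way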
# APP 5UTR inh: inhibitors of APP translation via 5'UTR reporter, primary screen, APP 5'UTR luciferase, SH-SY5Y cells | SH-SY5Y APP 5'UTR-luciferase reporter, luminescence | inhibition, % at 2 µM | hit rate 0.82% among 190,000;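 active means inhibition above a set limit, derived from the sample mean plus 3 SD, cut at about 45% in these data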; further: values of inactives mirror those of a sister screen read the other way
# FLuc act counter: FLuc activators, initial screening, artefact control for FLuc-dependent activation tests, biochemical, ATPlite luminescence; ATPlite luciferase biochemical, 10 min; 0 = ATP-free wells, 1 = DMSO control; activation factor at 10 µM; 200,000 tested, under 10 active;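 active means luciferase activation factor, scaled between plate controls, of at least 2 with compound at 10 µM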
#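 test system = cell-free luciferase reagent | medium = PBS as buffer for the ATP substrate | dosing = test compounds dosed from 2 mM stocks in 100% DMSO | incubation = 10 min at ambient temperature | detection = luminescence measurement of luciferase light output | benchmarks = low control with PBS replacing ATP, high control enzyme plus ATP without compound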
# NF-kB expr up: activators of NF-kB expression in neurons, primary screen, cell-based, HTS | human neuronal cells, NF-kB reporter expression; stronger effect = higher value | AID 1239, 2008 | fold change at 12.5 µM | hit rate 1.6% among 190,000; in the data active means fold change above about 3.3
# Redox H2O2 prof: compounds producing H2O2 with reducing agent – biochemical, NIH compound library profiling, artefact control for MLSCN library redox annotation, primary screen; DTT-dependent redox cycling H2O2, phenol red/HRP absorbance; 100% = 100 µM peroxide control, 0% = buffer; activation, % at 10 µM; hit rate 0.03% among 200,000; AID 878, 2007;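 active means activation of at least 50% relative to the plate's high and low controls in the primary single-dose screen; inactive means activation below 50%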;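 further: compound incubated with DTT at 0.8 mM final as the reducing agent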
# * marks the source's active call; other numbers are inactive results; . = not tested or not shown. Outcome played no part in choosing rows. Share with any hit: about 5.3%.
SMILES,FLuc inh counter,APP 5'UTR act,G6PDH counter,Efa HMGR inh,Hsp70 act,STAT1 act,APP 5UTR inh,FLuc act counter,NF-kB expr up,Redox H2O2 prof
Cc1cccc(N(CC(=O)Nc2ccccc2F)S(C)(=O)=O)c1,-7,-5,-1,-1,-0.1,101,5,1.1,0.98,0.1
Cc1cc(C)c(C2=CSC3=NS(=O)(=O)CCN23)c(C)c1,-4,0,2,-1,-0.3,104,0,1,0.99,0.3
c1csc(Cc2nc3ccccc3[nH]2)c1,-2,27,13,2,-0.3,100,-27,1,1.9,-0.6
CCN(C(=O)CSc1cc(C)c2ccccc2n1)c1c(N)n(Cc2ccccc2)c(=O)[nH]c1=O,2,0,-6,0,-0.1,104,0,1,1.2,-1.1
c1ccc(CN2CCC3(CC2)Nc2ccccc2CO3)cc1,-4,-12,-3,2,-0.2,98,12,1,1.3,0.7
CCc1nnc(NC(=O)CSc2nnc(C)n2CC2CCCO2)s1 (configuration not stated),-8,-3,-6,2,-0.2,102,3,1.1,1,2.0
CCOC(=O)Cn1c(=O)c(-c2ccccc2NCc2ccccc2)nc2ccccc21,.,9,.,.,0.1,98,-9,.,.,2.5
Cc1cc(N/N=C/c2ccc(Cl)cc2)nc(NCc2ccccc2)n1,36,14,-20,2,-0.3,108,-14,0.6,0.85,0.7
O=C(COC(=O)c1ccc2c(c1)C(=O)N(Cc1ccncc1)C2=O)Nc1cccc2ccccc12,-6,7,9,-2,-0.4,101,-7,1.1,1.2,-0.6
Cc1ccc(CCNC(=O)C2CCCN(S(=O)(=O)c3cccs3)C2)cc1 (configuration not stated),-5,25,1,-2,-0.4,94,-25,1,1,0.3
O=C(O)c1ccccc1C(=O)Nc1ccc(-c2csc(-c3ccccc3)n2)cc1,5,60,-19,-1,-0.4,157*,-60,1,1.7,-0.3
Cc1ccc(C(C)C)c(OCC(=O)OCc2c(C)noc2C)c1,-8,-9,4,1,0.0,97,9,1.1,0.91,1.3
O=C(CSCc1ccccc1)N/N=C/c1ccc(OCC(=O)N2CCCCC2)cc1,-3,-1,-12,-4,-0.3,100,1,1,0.93,-0.9
CC(C)C(=O)c1cc2c(cc1NC(=O)Nc1cccc3ccccc13)OCCO2,-1,-12,3,3,-0.1,100,12,1,0.66,0.2
O=C1C(=O)N(CNc2ccccn2)c2ccccc21,-3,-4,10,.,-0.2,104,4,1,1.7,3.6
O=C(NCc1cccs1)C12CC3CC(CC(C3)C1)C2,-7,0,-1,3,-0.3,101,0,1.1,1,-0.2
O=C(NCC1COc2ccccc2O1)C1CCCN(S(=O)(=O)c2cccc3cccnc23)C1 (configuration not stated),4,13,8,-6,-0.3,95,-13,1,1,-0.7
CCOc1ccc(C(=O)NC(=S)Nc2ccc(NC(=O)CC)cc2)cc1[N+](=O)[O-],-6,3,-5,-8,-0.5,100,-2,1.1,1.1,0.3
O=C(OCc1nc2ccccc2[nH]1)C12CC3CC(CC(C3)C1)C2,-4,17,-1,4,-0.1,99,-17,1,0.98,-5.4
CCn1c(SCC(=O)NC)nnc1C(C)C,-2,19,10,-1,0.2,96,-19,1,.,-0.6
Cc1nn(CC(=O)c2ccc(Cl)s2)c(C)c1[N+](=O)[O-],-8,0,-3,-6,-0.2,117,0,1.1,1.4,-0.7
CNC(=O)CC(=O)Nc1ccccc1C(=O)O,-12,7,6,0,0.0,102,-7,1.1,1,-4.2
COCCn1nnnc1C(c1ccccc1)N1CCN(c2ccccc2)CC1 (configuration not stated),-8,-8,-1,1,-0.6,93,8,1.1,1.5,0.5
N#CC(C(=O)Nc1ccc(Cl)cc1)=C1Nc2ccccc2N1,-7,4,-2,-4,0.4,116,-4,1.1,1.2,0.1
N#CCC(=O)Nc1sc2c(c1C(N)=O)CCCC2,-1,.,-4,7,-0.2,106,.,1,1.3,-0.9
Clc1ccc(-c2nnc(CNC3CC3)o2)cc1,0,13,-8,-6,-0.1,112,-13,1,1.2,0.6
CCCn1nnc(NC(=O)COc2ccc(C3CCCCC3)cc2)n1,-18,-10,3,-2,-0.3,108,10,1.2,0.86,2.9
CCOC(=O)C1(CCOC)CCN(C(=O)c2ccccc2-c2cccc(C)c2)CC1,-11,5,5,0,-0.4,99,-5,1.1,1,-0.1
Cc1ccc(C(=O)NCC(=O)OCC(=O)c2ccc3c(c2)OCCO3)cc1C,7,.,-1,-5,-0.1,103,.,0.9,1.2,0.0
Cc1cc(NC(=O)/C=C/c2cccc(Cl)c2)n(-c2nc3ccccc3[nH]2)n1,13,2,-8,1,-0.2,111,-2,0.9,1.3,-0.3
O=C(c1csc2c1CCCC2)N1CCCCC1,-5,13,2,-1,-0.3,97,-13,1,1.1,5.9
O=C(Cc1c(F)cccc1Cl)Nc1ccc(S(=O)(=O)NCC2CCCO2)cc1 (configuration not stated),-3,0,18,-5,-0.3,98,0,1,1,-0.6
O=c1c2nnn(Cc3ccccc3)c2ncn1C/C=C/c1ccccc1,-6,17,3,-12,0.3,100,-16,1.1,0.84,-1.4
COc1ccc(C(=O)CSc2nnc(-c3ccco3)c(-c3ccco3)n2)cc1,3,-67,19,-2,0.3,95,67*,1,1.1,-0.9
CCOc1ccc(N(C(=O)c2cnccn2)C(C(=O)NC2CCCCC2)c2ccc(O)cc2)cc1 (configuration not stated),-7,13,15,0,-0.3,98,-13,1.1,0.89,-0.4
Cc1cc2cc(CCNS(C)(=O)=O)c(=O)[nH]c2cc1C,-7,-7,4,-2,-0.3,106,7,1.1,0.22,1.6
CCO[C@@H]1OC(C(=O)NCc2ccccc2)=C[C@H](C)[C@H]1CCCO,-3,13,8,-3,0.0,101,-13,1,1.4,-1.3
Cc1ccc(S(=O)(=O)N2CCN(C(=O)C3Cc4ccccc4CN3C(=O)c3ccco3)CC2)cc1 (configuration not stated),-2,21,9,1,0.1,99,-21,1,0.79,0.0
Cc1c(C(=O)OC(C)C)[nH]c2c1C(=O)CCC2,-6,19,-10,1,-0.3,104,-19,1.1,1.3,-0.5
CC(=O)c1ccc(N2CCN(c3ccc(S(=O)(=O)NCCCN(C)C)cc3[N+](=O)[O-])CC2)cc1,-4,-15,0,0,-0.4,76,15,1,1,-2.0
COc1ccc(OC)c(NC(=O)Cn2cc(C=O)c3ccccc32)c1,-7,12,9,-7,-0.2,103,-12,1.1,1.1,0.3
CCN(CC)c1cc(NCCO)c([N+](=O)[O-])c2nonc12,-1,7,31,-4,-0.2,90,-7,1,1.1,-0.2
COc1ccc(NC(=O)c2ccc(COc3ccccc3)o2)cc1,1,-3,7,-5,-0.1,112,3,1,1.2,-0.3
O=C(COC(=O)c1ccccc1Br)NCCN1C(=O)CSC1=O,5,5,-3,1,0.1,112,-5,0.9,1.1,-1.1
Nc1nonc1C(=Nc1ccccc1)NO,-3,5,14,-3,0.1,102,-5,1,1.1,1.2
c1nc(NCCN2CCOCC2)c2sc3nc(N4CCOCC4)c4c(c3c2n1)CCC4,-6,9,16,0,-0.5,103,-9,1.1,0.57,-0.1
O=C(NCc1cccnc1)c1ccc(-c2cc3ccccc3oc2=O)cc1,3,71,5,-6,-0.4,94,-71,1,1.8,-0.4
COC(=O)c1c(NC(=O)C2CC=CCC2C(=O)O)sc(C(N)=O)c1C (configuration not stated),0,-5,3,-8,-0.4,94,5,1,0.98,0.0
CC(=O)N=Nc1[nH]c(N)c2ccccc12,-7,-5,13,-5,-0.4,97,4,1.1,1.6,-2.0
Cn1c(N)c(C(=O)c2ccc(Cl)cc2)c(=O)n(C)c1=O,-3,2,-5,-8,-0.4,106,-2,1,1.1,0.7
# (continued)
SMILES,FLuc inh counter,APP 5'UTR act,G6PDH counter,Efa HMGR inh,Hsp70 act,STAT1 act,APP 5UTR inh,FLuc act counter,NF-kB expr up,Redox H2O2 prof
CN(C)S(=O)(=O)c1cccc(COC(=O)C2=COCCO2)c1,-4,8,3,-4,-0.2,106,-8,1,1.4,1.0
C=CCn1c(SCC(=O)Nc2ccc(C(=O)OCC)cc2)nnc1-c1sc(N)nc1C,-6,-10,16,0,-0.3,97,10,1.1,1,0.9
O=C(NC1CC2CCCC(C1)N2S(=O)(=O)c1ccccc1)c1ccccc1 (configuration not stated),4,5,12,0,-0.3,102,-4,1,0.94,1.6
CCOc1ccc(C(C)C)cc1S(=O)(=O)n1ccnc1C,-8,-2,-2,-4,-0.1,95,2,1.1,.,-1.1
Cc1ccc(C(=O)c2ccc(N3CCN(C)CC3)c([N+](=O)[O-])c2)cc1,0,-3,9,-3,-0.3,94,3,1,1.1,-0.1
Cc1ccc(C)c(N=C2NC(=O)CS2)c1,-7,3,2,6,-0.3,92,-3,1.1,1,0.6

# Structures above with a halogen, in the order listed:
SMILES,FLuc inh counter,APP 5'UTR act,G6PDH counter,Efa HMGR inh,Hsp70 act,STAT1 act,APP 5UTR inh,FLuc act counter,NF-kB expr up,Redox H2O2 prof
Cc1cccc(N(CC(=O)Nc2ccccc2F)S(C)(=O)=O)c1,-7,-5,-1,-1,-0.1,101,5,1.1,0.98,0.1
Cc1cc(N/N=C/c2ccc(Cl)cc2)nc(NCc2ccccc2)n1,36,14,-20,2,-0.3,108,-14,0.6,0.85,0.7
Cc1nn(CC(=O)c2ccc(Cl)s2)c(C)c1[N+](=O)[O-],-8,0,-3,-6,-0.2,117,0,1.1,1.4,-0.7
N#CC(C(=O)Nc1ccc(Cl)cc1)=C1Nc2ccccc2N1,-7,4,-2,-4,0.4,116,-4,1.1,1.2,0.1
Clc1ccc(-c2nnc(CNC3CC3)o2)cc1,0,13,-8,-6,-0.1,112,-13,1,1.2,0.6
Cc1cc(NC(=O)/C=C/c2cccc(Cl)c2)n(-c2nc3ccccc3[nH]2)n1,13,2,-8,1,-0.2,111,-2,0.9,1.3,-0.3
O=C(Cc1c(F)cccc1Cl)Nc1ccc(S(=O)(=O)NCC2CCCO2)cc1 (configuration not stated),-3,0,18,-5,-0.3,98,0,1,1,-0.6
O=C(COC(=O)c1ccccc1Br)NCCN1C(=O)CSC1=O,5,5,-3,1,0.1,112,-5,0.9,1.1,-1.1
Cn1c(N)c(C(=O)c2ccc(Cl)cc2)c(=O)n(C)c1=O,-3,2,-5,-8,-0.4,106,-2,1,1.1,0.7
